BAZ2B block: BAZ2B (human) inhibition. AlphaScreen BAZ2B-H3K14Ac peptide displacement. actives 4.4% (n = 360,000). Q9UIF8. Potency, µM (series often up to 114 µM), inactives show at the top dose activity change, negative = inhibition, most hits filed as inhibitors; further: on the % scale 0 is the no-effect control and ±100 the full control effect; nearly all actives have a fitted effect of over 60% in size
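BAZ2B 50 nM plus b-H3(5-23)K14Ac 50 nM, PBS pH 7.4/0.01% Tween-20, 30 min RT; compound added (max 110 uM), 30 min RT; streptavidin donor/Ni-chelate acceptor beads 10 ug/mL final, 20 min dark; AlphaScreen read.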
G9a block: blocks human histone lysine methyltransferase G9a; Q96KQ7; G9a H3K9 monomethylation, AlphaScreen, 2 h; Potency, µM (doses to about 102 µM), for inactives: at the highest dose activity, negative = inhibition, most hits filed as inhibitors; actives 8.8% (n = 350,000); further: on the % scale 0 is the no-effect control and ±100 the full control effect; nearly all actives have a fitted effect of over 75% in size
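Signal arises when biotinylated H3K9 peptide, once monomethylated, bridges streptavidin donor and antibody-captured acceptor beads. Enzyme at 20 nM was preincubated 15 min with test compounds; peptide 500 nM and SAM 20 uM then reacted for 2 h.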
POLB inh: DNA polymerase beta (human) inhibition; P06746; Pol beta primer extension/strand displacement, fluorescence kinetic; Potency, µM (series often up to 114 µM), for inactives: top-dose activity change, negative = inhibition, hits mostly inhibitors; actives 1.3% (n = 340,000); AID 485314; further: on the % scale 0 is the no-effect control and ±100 the full control effect
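Reaction started by 50 nM substrate onto compound-treated Pol beta (10 nM, 15 min preincubation, room temperature); plates read at 0 min and 10 min. Normalized concentration-effect data fitted by four-parameter Hill equation.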
APEX1 inh: blocks human APE1 abasic DNA cleavage. P27695. recombinant APE1, TAMRA/BHQ-2 abasic DNA cleavage fluorescence. Potency, µM (top dose mostly 65.8 µM), without a hit: at the top dose activity change, negative = inhibition, most hits filed as inhibitors. actives 0.35% (n = 350,000). AID 2517;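 further: plate controls were vehicle for no effect and reference inhibitor for full effect; nearly all actives have a fitted effect of over 55% in size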
Target sequence (P27695 whole entry, looked up): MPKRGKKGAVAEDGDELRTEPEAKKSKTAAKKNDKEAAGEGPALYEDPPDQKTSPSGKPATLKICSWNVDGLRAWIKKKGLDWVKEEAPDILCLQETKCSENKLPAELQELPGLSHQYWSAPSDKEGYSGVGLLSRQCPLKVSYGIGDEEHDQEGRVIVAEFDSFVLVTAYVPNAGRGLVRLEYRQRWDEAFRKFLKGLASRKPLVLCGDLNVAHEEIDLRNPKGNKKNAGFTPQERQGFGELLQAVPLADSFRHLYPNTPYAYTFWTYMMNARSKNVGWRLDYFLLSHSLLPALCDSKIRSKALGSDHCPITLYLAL
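0.75 nM APE1 + cpd, 15 min RT; start w/ 50 nM TAMRA/BHQ-2 THF-abasic dsDNA; kinetic fluor 525/598 nm ×3 reads @60 s; Δ(read3−read1); normalized to DMSO and NSC13755 control wells.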
BLM inh: Bloom syndrome helicase (human) inhibition. actives 0.2% (n = 350,000). recombinant BLM DNA unwinding, fluorescence dequenching. P54132. Potency, µM (doses to about 56.1 µM), for inactives: at the highest dose activity change, negative = inhibition, actives largely listed as inhibitors;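 further: plate controls were vehicle for no effect and no enzyme for full effect; nearly all actives have a fitted effect of over 35% in size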
Pol iota inh: DNA polymerase iota (human) inhibition. Q9UNA4. Pol iota fluorescent replication assay, 10 min. Potency, µM (titrated, usually from 115 µM), for inactives: top-dose activity, negative = inhibition, most hits filed as inhibitors. actives 1% (n = 390,000). AID 588590
Target sequence (Q9UNA4 whole entry, looked up): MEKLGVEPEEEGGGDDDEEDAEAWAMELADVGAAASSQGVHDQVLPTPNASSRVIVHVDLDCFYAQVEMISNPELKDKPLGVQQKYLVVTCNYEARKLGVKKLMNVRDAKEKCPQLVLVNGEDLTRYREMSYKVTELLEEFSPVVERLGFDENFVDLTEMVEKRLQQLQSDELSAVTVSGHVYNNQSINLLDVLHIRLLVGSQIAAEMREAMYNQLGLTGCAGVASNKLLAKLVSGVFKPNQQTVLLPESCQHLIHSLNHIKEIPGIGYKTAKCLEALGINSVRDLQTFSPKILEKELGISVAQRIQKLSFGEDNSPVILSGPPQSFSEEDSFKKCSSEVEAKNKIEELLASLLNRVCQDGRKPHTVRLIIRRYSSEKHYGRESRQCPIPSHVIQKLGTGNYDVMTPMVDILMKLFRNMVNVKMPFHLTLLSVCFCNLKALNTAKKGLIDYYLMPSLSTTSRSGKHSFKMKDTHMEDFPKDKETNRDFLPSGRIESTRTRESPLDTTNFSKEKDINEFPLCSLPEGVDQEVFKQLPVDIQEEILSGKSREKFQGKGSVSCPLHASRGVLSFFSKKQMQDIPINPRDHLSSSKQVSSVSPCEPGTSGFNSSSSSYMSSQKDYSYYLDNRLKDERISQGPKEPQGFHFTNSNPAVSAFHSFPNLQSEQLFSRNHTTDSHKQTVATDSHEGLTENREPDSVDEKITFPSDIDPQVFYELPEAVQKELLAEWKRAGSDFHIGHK
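Pol iota at 10 nM preincubated 15 min with compounds at room temperature; reaction started with fluorescent substrate, 50 nM final. Fluorescence read kinetically at 0 and 10 min; buffer-only wells as negative control.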
Pol eta inh: blocks human DNA polymerase eta activity. Q9Y253. recombinant Pol eta, fluorescent DNA replication assay. Potency, µM (top dose mostly 114 µM), for inactives: at the top dose activity change, negative = inhibition, usual class: inhibitors. actives 1.2% (n = 390,000); further: on the % scale 0 is the no-effect control and ±100 the full control effect
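Pol eta at 10 nM preincubated with compounds 15 min at room temperature; reaction started with fluorescent substrate (50 nM final) and read kinetically at 0 and 10 min.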
Anesthetic bind: candidate novel general anesthetic via apoferritin binding | P02791 | apoferritin/1-aminoanthracene competitive binding, fluorescence | Potency, µM (doses to about 77.5 µM), inactives show top-dose activity change, negative = displacement, most hits filed as inhibitors | actives 0.074% (n = 350,000) | AID 485281; further: on the % scale 0 is the no-effect control and ±100 the full control effect; nearly all actives have a fitted effect of over 20% in size
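10 uM apoferritin + 50% sat. 1-AMA, PBS; cpd 10 min RT; Ex380/Em535 endpoint; normalized to free probe vs complex; 4-param Hill fit; propofol titration as pos. ctrl.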
Pol kappa inh: blocks human DNA polymerase kappa activity | Potency, µM (doses to about 107 µM), for the others: top-dose activity, negative = inhibition, hits mostly inhibitors | actives 0.53% (n = 400,000) | Q9UBT6 | purified Pol kappa, fluorescent DNA synthesis assay, 10 min; further: on the % scale 0 is the no-effect control and ±100 the full control effect
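Enzyme at 10 nM met test compounds for 15 min at room temperature. Substrate addition (50 nM final) began the reaction, which was monitored by fluorescence at 0 and 10 min.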
* = called active by the depositor; ? = inconclusive; / = not tested or not shown; & = joins results of further samples; [ ] = another dose, or the depositor's remark. The call rests on the fitted dose curve; in most records, active means well fitted curve in the direction sought with a large enough effect; inconclusive means small, poorly fitted or top-dose-only effect, or another doubt; inactive means no such curve, though single readings can be large; an effect the other way counts as inactive or inconclusive. Potency means the concentration at half of the fitted maximal effect. Not all compounds are listed; rates above refer to the full screens.

SMILES | BAZ2B block | G9a block | POLB inh | APEX1 inh | BLM inh | Pol iota inh | Pol eta inh | Anesthetic bind | Pol kappa inh
CCN(CC)C(=O)N[C@@H]1C=C2c3cccc4[nH]cc(c34)C[C@H]2N(C)C1 | / | ? | / | / | -8% | / | / | -19% | -12%[19.4 µM]
O=C(N/N=C/c1c(O)n(-c2ccccc2)c(=S)[nH]c1=O)c1ccccc1 | 45µM* | 5% | -19% | 4% | -7% | 58%[activator] | -10% | -2% | 0%
CC(C)(C)NCC(O)c1ccccc1Cl (configuration not stated) | / | 33%[activator][59 µM] | 19%[57.1 µM] | -2%&-3% | -8% | 6%[58.9 µM] | -5%[57.1 µM] | -3% | -12%[60.1 µM]
Cc1nn(-c2ccccc2)c(Cl)c1C1C(C#N)=C(N)Oc2c1c(=O)oc1ccccc21 (configuration not stated) | 3% | -28%[59 µM] | 4% | 13% | -7% | -4% | ? | -14% | -19%
CCC1(c2ccc(-c3ccccc3)cc2)C(=O)NC(=O)NC1=O | -20% | 46% | -1% | 3% | -1% | -28% | -8% | ? | 10%
C[C@]12CCC3C(CC[C@H]4C[C@@H](O)CC[C@]34C)[C@H]1CC[C@H]2O (some centres not stated) | / | / | / | 12% | / | 38%[activator] | -20% | / | -5%
COc1ccccc1OCC(=O)Nc1ccc(Cl)cc1C(=O)c1ccccc1 | 3% | 8% | -16% | -3% | -8% | -9% | -17% | -14% | -8%
Cc1nn(CCC#N)c2c1P(=S)(N1CCCC1)OC(c1ccc(F)cc1)=N2 (configuration not stated) | ? | 16µM* | 0% | -3% | -4% | 18% | -2% | -10% | -2%
COC(=O)C1=C(c2ccc(C(C)=O)cc2)C[C@@H]2CC[C@H]1N2C(=O)NC1Cc2ccccc2C1 | -4% | -5%[2.33 µM] | / | 14% | / | 71%[activator] | -18% | / | -6%
CN1C[C@H](C(=O)N[C@]2(C)O[C@@]3(O)C4CCCN4C(=O)[C@H](Cc4ccccc4)N3C2=O)C[C@@H]2c3cccc4[nH]cc(c34)C[C@H]21 (some centres not stated) | / | 17%[12.7 µM] | 12%[57.1 µM] | -3%&7%&-3% | 3%&5% | -1%[58.9 µM] | -8%[57.1 µM] | / | -11%[19.4 µM]
CCOC(=O)C(O)(c1ccc(NC(=O)c2ccco2)c(OC)c1)C(F)(F)F (configuration not stated) | -3% | -46%[2.33 µM] | 20% | -14% | -3% | 16% | -13% | ? | -2%
CCOCCCNC(=O)C1c2cc(OC)c(OC)cc2C(=O)N2CCCCC12 (configuration not stated) | -4% | -6% | 4% | -2% | -1% | 54%[activator] | 0% | -11% | -14%
Cc1ccccc1-n1nc(C)c2c1NC(=O)CSC2c1ccc(Cl)cc1 (configuration not stated) | ? | 13µM* | 31% | / | 0% | 1% | / | -14% | 6%
CCn1cc(C(=O)N2CCCCC2)c2ccccc21 | -36% | -45% | 8% | 0% | -3% | -2% | -16% | -15% | 2%
CCNC(=O)NC(=O)C(C)OC(=O)c1c(C)nn(Cc2ccccc2)c1Cl (configuration not stated) | -8% | 17%[59 µM] | -14% | 0% | 6% | 144%[activator] | -16% | 1% | -6%
COc1ccccc1NC(=O)Cn1c(=O)oc2cc(S(=O)(=O)N3CCCC3)ccc21 | -32% | -7% | 18% | 47%[activator] | 0% | 12% | -20% | -15% | 1%
CN1C2CC(=O)CC1C(O)C2 (configuration not stated) | / | / | / | -2% | 0% | / | / | -5% | 12%[60.1 µM]
Cn1c(=O)c2c(nc(N/N=C/c3c(O)n(-c4ccccc4)c(=S)[nH]c3=O)n2C)n(C)c1=O | -11% | -6%[59 µM] | 1% | -4% | 2% | ? | ? | -5% | -15%
Cn1c(SCC(=O)NCc2ccc(F)cc2)nc2ccccc21 | 3% | ? | 8% | -7% | 3% | 15% | 0% | -14% | -6%
Oc1ccc2c3c1OC1c4[nH]c5ccccc5c4C[C@@]4(O)C(C2)N(CC2CC2)CC[C@]314 (some centres not stated) | / | / | / | 17% | / | 23% | -22% | / | -22%
S=c1[nH]nc(-c2ccccc2)n1C1C=CCCC1 (configuration not stated) | -3% | ? | 12% | 0% | -1% | 17% | -2% | -4% | -20%
C[C@]12CCC3C(CCC4=C/C(=N/OCC(=O)NC(CCC(N)=O)C(=O)O)CC[C@@]43C)C1CCC2O (some centres not stated) | 0% | 7% | 30% | 3% | -1% | -6% | -15% | 6% | -3%
CCCN1CCC[C@@H](c2cccc(C#N)c2)C1 | / | 26%[12.7 µM] | 13%[57.1 µM] | 5% | / | 3%[58.9 µM] | -3%[57.1 µM] | / | /
CCCCC(CC)COCCCN=Cc1c(O)[nH]c(=S)[nH]c1=O (configuration not stated) | -34% | ? | 0% | 8% | 2% | 18% | 8% | ? | 9%
C[C@]12CC[C@@H]3c4ccc(O[C@@H]5O[C@H](C(=O)O)[C@@H](O)[C@H](O)[C@H]5O)cc4CC[C@H]3[C@@H]1C[C@@H](O)[C@@H]2O | -1% | ? | 3% | ? | 0% | -3% | -12% | 6% | -12%
COc1cc2c(cc1OC)C13CCN4CC5=CCOC6CC(=O)N2C1C6C5CC43 (configuration not stated) (tested in a mixture with another compound) | -3% | -34% | 0% | -6% | 0% | 8% | -3% | -9% | -9%
CN1CC[C@@]2(C)c3cc(O)ccc3N(C)C2O1 (some centres not stated) | / | / | / | -5% | ? | 25µM* | ? | -3% | -6%
COc1ccc2nc(NC(=O)c3nc(S(=O)(=O)Cc4cccc(C)c4)ncc3Cl)sc2c1 | -16% | -5%[59 µM] | 32µM* | / | -17% | ? | 79µM* | ? | ?
Cc1cc(/C=C2/C(=O)NC(=O)N(Cc3ccco3)C2=O)c(C)n1-c1ccccc1O | 35µM* | / | 28µM* | -6% | -2% | 45µM* | 50µM* | -1% | -33%
CCN1C(=O)CC(c2cccnc2)=Nc2ccccc21 | -12% | / | 10% | 6% | 0% | 6% | 8% | -6% | 2%
CCCOc1ccc(C(=O)Nc2ccc(-c3cc4ccccc4oc3=O)c(C)c2)cc1 | 1% | -7%[59 µM] | 2% | / | -4% | 31% | -17% | 37%[activator] | 5%
CC(=O)c1c(O)n(-c2cccc(Cl)c2)c(=O)[nH]c1=O (tested in a mixture with another compound) | -29% | 50µM* | -3% | 0% | -7% | 98%[activator] | -1% | -3% | -14%
CCCNC(=O)c1cnn2c(C)c(Cc3c(C)cc(C)cc3C)c(C)nc12 | 10% | -3%[59 µM] | -15% | / | -5% | -6% | -9% | ? | -2%[60.1 µM]
COc1ccc(OCC(=O)N2CCN(Cc3cccc(OC)c3OC)CC2)cc1 | 50µM* | 2µM* | 21% | / | -1% | 21% | -12% | 0% | 8%
CCN1CCN(c2cc(=O)n3ccccc3n2)CC1 | 1% | ? | 0% | 14% | 1% | 86%[activator] | -15% | 1% | 6%
Cc1ccc(C(=O)Oc2cc(N)n(S(=O)(=O)c3ccc(F)cc3)n2)cc1 | 4% | 13% | -10% | 4% | -6% | 79%[activator] | -8% | -16% | 0%
CCCCCP(=O)(O)c1ccccc1 | / | -1%[59 µM] | -10% | 1% | 0% | 0% | -3% | -14% | -1%
CNC(=O)OCCc1nccn1C | 6% | 7%[59 µM] | -1% | ? | -2% | 19% | -5% | 0% | 1%
Cn1c(O)c(C(=Nc2ccccc2)SCc2ccc(Cl)cc2)c(=O)n(C)c1=O | ? | ? | -1% | -2% | -13% | ? | 0% | 1% | -2%
COc1cc(C(c2c(O)c3ccccc3oc2=O)c2c(C)n(C)n(-c3ccccc3)c2=O)ccc1O (configuration not stated) | 1%&4% | 45µM* | 22%&1% | 1% | 0%&0% | -9%&8% | 10%&-20% | -6%&-8% | 3%&0%
CCOC(=O)c1ccc(S(=O)(=O)n2c(=O)oc3ccccc32)cc1 | 12% | 21%[12.7 µM] | / | 17% | / | 38%[activator] | -18% | / | -18%
O=C1CC(=O)N(c2ccccc2F)C(=O)N1 | -3% | ? | -30% | 51%[activator] | 3% | -22% | -4% | 7% | -5%
CCN1CCN(Cc2cccc(Oc3ccccc3)c2)CC1 | 32µM* | 3.5µM* | -2% | ? | 0% | -23% | 3% | -23% | -3%
O=c1c2ccccc2nc(-c2ccc(Cl)cc2Cl)n1-c1nccs1 | 4% | 19%[59 µM] | 18% | 0% | -1% | -2% | -17% | 2% | -11%
CCCc1nnc(NC(=O)CCC(=O)N2CCN(CCOC(c3ccccc3)c3ccccc3)CC2)s1 | -37% | -21% | 8% | -3% | -1% | 1% | -17% | -18% | -2%
Cc1ccc(S(=O)(=O)NC(CC(=O)N2CCC3(CC2)OCCO3)c2ccco2)cc1 (configuration not stated) | -4% | ? | 0% | 0% | 0% | 15% | -1% | -6% | -7%
CCOC(=O)c1cccc(NC2c3ccccc3C(=O)N2Cc2ccco2)c1 (configuration not stated) | ? | ? | -24% | -2% | -7% | -9% | -6% | -17% | -7%
O=C(O)/C=C/CO | / | 22%&18%[59 µM] | / | -1%&0% | / | / | / | -5%&0% | 7%&9%[19.4 µM]
CCC1=Nc2cc(C(=O)N3CCC4(CC3)OCCO4)ccc2Sc2ccc(C)cc21 | -29% | -47% | 9% | 69%[activator] | -3% | -5% | -8% | -29% | -10%

Three structures out of the list, arranged by molecular weight, highest first:
SMILES | BAZ2B block | G9a block | POLB inh | APEX1 inh | BLM inh | Pol iota inh | Pol eta inh | Anesthetic bind | Pol kappa inh
CCCc1nnc(NC(=O)CCC(=O)N2CCN(CCOC(c3ccccc3)c3ccccc3)CC2)s1 | -37% | -21% | 8% | -3% | -1% | 1% | -17% | -18% | -2%
CCN1CCN(Cc2cccc(Oc3ccccc3)c2)CC1 | 32µM* | 3.5µM* | -2% | ? | 0% | -23% | 3% | -23% | -3%
O=C1CC(=O)N(c2ccccc2F)C(=O)N1 | -3% | ? | -30% | 51%[activator] | 3% | -22% | -4% | 7% | -5%

Full records from above. Order of screens: BAZ2B block	G9a block	POLB inh	APEX1 inh	BLM inh	Pol iota inh	Pol eta inh	Anesthetic bind	Pol kappa inh
`CCCc1nnc(NC(=O)CCC(=O)N2CCN(CCOC(c3ccccc3)c3ccccc3)CC2)s1` is entered as -37%	-21%	8%	-3%	-1%	1%	-17%	-18%	-2%
`CCOC(=O)c1ccc(S(=O)(=O)n2c(=O)oc3ccccc32)cc1` is entered as 12%	21%[12.7 µM]	/	17%	/	38%[activator]	-18%	/	-18%
